# Screening results (PubChem BioAssay)
# PABP1 MLLE inh: blocks PAM2 peptide binding to the PABP1 MLLE domain; actives 0.36% (n = 360,000); inhibition, % at 20 µM; GST-MLLE / FITC-PAM2 fluorescence polarization; P11940; in the data active = inhibition above about 35%, passing the limit was not always enough;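 note: plate controls were DMSO wells with GST-MLLE for no effect and wells lacking GST-MLLE protein for full effect; some results filed as inactive read as strong as hits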
# MsrA act: bovine methionine sulfoxide reductase A activation | purified bovine MsrA, absorbance read-out | activation, % at 10.6 µM | actives 0.3% (n = 360,000) | AID 602163; in the data active = activation above about 7.5%;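 note: 0% = vehicle and 100% = reference activator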
# MT1-MMP act inh: inhibitors of human MT1-MMP activation. actives 0.061% (n = 360,000). AID 651647. GFP/RFP ratio change, % at 20 µM. HT1080 RFP-PRO-GFP cells, GFP/RFP ratio fluorescence, overnight; percent of plate control window, DMSO zero;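 active = GFP/RFP ratio change of at least 30% with cell ATP level not reduced by more than half and red fluorescence within 50% of control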; note: strong numbers were not always called active
#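 Assay system: RFP-PRO-GFP reporter HT1080 cells; read-out basis: GFP/RFP fluorescence ratio; benchmarks: DMSO wells and RFP-L50D-GFP cells; doses: 20 µM single dose, 1% DMSO; schedule: overnight cell settling, then overnight compound exposure, 37 °C, 5% CO2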
# FAS-TE inh: FAS thioesterase (human) inhibition; AID 602261; actives 0.67% (n = 360,000); recombinant FAS-TE, OMFH fluorogenic substrate, fluorescence endpoint; P49327; inhibition, % at 15 µM;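 active = compounds whose normalised, plate-corrected inhibition of enzyme fluorescence in the single-dose primary screen is 50% or more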;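 note: 0% = DMSO with enzyme and 100% = substrate without enzyme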
# eLon inh: E. coli protease La inhibition. purified E. coli Lon protease, fluorescence polarization. inhibition, % at 7.94 µM. actives 0.42% (n = 360,000); in the data active = inhibition above about 13%, passing the limit was not always enough;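 note: 0% = enzyme with probe and DMSO and 100% = no enzyme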
# MsrA inh: inhibitors of bovine MsrA; purified bovine MsrA, absorbance read-out; actives 0.75% (n = 360,000); inhibition, % at 15.5 µM; in the data active = inhibition above about 4.5%;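 note: 0% = vehicle wells with enzyme and 100% = reference inhibitor wells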
# Rin1 Abl inh: human Rin1-Abl interaction inhibition. inhibition, % at 7.35 µM. TR-FRET Rin1/Abl binding, biochemical. AID 588664. P00519+Q13671. actives 0.4% (n = 360,000); in the data active = inhibition above about 5%, passing the limit was not always enough
# Rpn11 inh: inhibitors of human proteasome Rpn11; calls only at 20 µM; human 26S proteasome, Ub4-pepOG fluorescence polarization; 20S core pre-blocked with epoxomicin; O00487; actives 0.59% (n = 360,000);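 active = inhibition at 20 µM, scaled to each plate's controls, above about 33%, limit read from the data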
# Target sequence (O00487 whole entry, looked up): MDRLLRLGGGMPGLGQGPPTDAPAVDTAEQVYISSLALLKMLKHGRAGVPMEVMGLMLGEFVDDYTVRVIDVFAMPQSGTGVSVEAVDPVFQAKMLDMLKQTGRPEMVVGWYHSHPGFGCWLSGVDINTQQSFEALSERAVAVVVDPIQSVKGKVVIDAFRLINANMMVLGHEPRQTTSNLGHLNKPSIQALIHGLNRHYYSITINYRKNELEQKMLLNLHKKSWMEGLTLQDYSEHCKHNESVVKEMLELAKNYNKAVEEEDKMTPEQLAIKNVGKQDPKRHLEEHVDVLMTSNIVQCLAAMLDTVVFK
# CSN deneddyl inh: blocks human CSN-mediated cullin deneddylation; actives 0.38% (n = 360,000); Q92905; AID 651999; inhibition, % at 12.5 µM; Purified CSN, SCF-Nedd8-OG deneddylation, fluorescence polarization;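 active = pattern-corrected inhibition above about 35%, with an unprinted fluorescence ratio check between 0.5 and 1.5, limit read from the data, passing the limit was not always enough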;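 note: 0% = enzyme with substrate and 100% = substrate without enzyme; some results filed as inactive read as strong as hits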
# Target sequence (Q92905 whole entry, looked up, one chain of several): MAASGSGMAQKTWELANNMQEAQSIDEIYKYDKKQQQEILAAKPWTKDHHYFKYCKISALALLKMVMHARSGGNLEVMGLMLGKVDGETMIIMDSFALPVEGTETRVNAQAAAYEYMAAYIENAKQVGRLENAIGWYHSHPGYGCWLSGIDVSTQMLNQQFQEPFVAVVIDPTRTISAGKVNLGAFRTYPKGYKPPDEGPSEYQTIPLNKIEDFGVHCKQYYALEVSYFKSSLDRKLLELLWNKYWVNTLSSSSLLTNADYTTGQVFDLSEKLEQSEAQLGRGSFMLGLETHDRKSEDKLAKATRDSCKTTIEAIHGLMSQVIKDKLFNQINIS
#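 Assay system: Purified human Csn5 enzyme expressed in HEK293T cells | Amount: Enzyme 0.24 nM | Measured by: Fluorescence polarization readout | Medium: Tris/NaCl/DTT buffer, pH 7.5 | Compound dosing: One concentration, 12.5 µM, 0.25% DMSO | Times: 90 min incubation of compound, enzyme and substrate at room temperature | Control set: no-enzyme wells high, enzyme-with-substrate wells low | Read-out: % inhibition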
# The depositor's hits bear a star; i = inactive; / = no result given.
SMILES,PABP1 MLLE inh,MsrA act,MT1-MMP act inh,FAS-TE inh,eLon inh,MsrA inh,Rin1 Abl inh,Rpn11 inh,CSN deneddyl inh
Cc1oc(-c2cccc(Cl)c2)nc1CS(=O)(=O)CC(=O)NCc1ccco1,17.4,2.9,-3.9,6.8,11.6,-0.6,2.9,i,-8.5
COc1ccc(-n2c(=S)[nH]c3cc(C(=O)Nc4ccc(C)c(F)c4)ccc3c2=O)c(OC)c1,23.4,-3.4,-7.0,16.5,0.5,2.9,-1.6,i,4.6
Cc1csc2nnc(N)n12,-4.6,-13.2,0.0,-12.1,1.4,-0.3,0.2,i,-0.9
CCOc1cc(/C=C\[N+](=O)[O-])ccc1OCC(=O)Nc1ccccc1C,20.6,-14.6,-29.5,-17.6,-2.1,/,-1.1,i,2.7
COc1cc2c(cc1OC)C(C(=O)Nc1cc(C)c(OC)c(C)c1)CC(=O)N2 (configuration not stated),3.4,-2.2,3.0,1.6,6.2,0.7,1.1,i,-2.2
CC(C(=O)O)N1C(=O)C2C3CC(C2C1=O)C1C(c2ccccc2)c2sc(=O)[nH]c2SC31 (configuration not stated),38.0,-12.1,/,-8.4,-3.7,0.1,-1.1,i,-15.6
CCC(C(=O)NC1CCCC1)n1c2ccccc2c2nc(=O)cc(C)n21 (configuration not stated),4.8,-3.8,-1.9,-2.9,-7.0,-0.2,-2.5,i,-1.0
CN(C)CCC1Sc2ccccc2Oc2ccccc21 (configuration not stated),-3.1,-1.4,-23.1,-1.3,-2.3,0.3,-3.0,i,-4.6
Cc1noc(C)c1CSc1nnc2ccccn12,-40.8,-1.3,2.7,-5.1,1.6,-1.2,0.8,i,-4.6
COc1nc(-c2ccccc2)ccc1-c1noc(COc2ccccc2)n1,-2.1,-2.0,-3.7,23.8,-2.8,1.1,-1.8,i,-5.3
N#CCCN1CCC(NC(=O)OCc2ccccc2)CCC1=O (configuration not stated),14.3,-13.5,3.3,-9.5,2.1,-1.7,3.1,i,5.4
N#CCCn1cc(C(=O)CN2C(=O)NC3(CCc4ccccc43)C2=O)c2ccccc21 (configuration not stated),-87.7,-0.2,1.4,-0.4,-18.9,1.1,-3.7,i,5.1

# Next section, starting with the last four of the part before.
SMILES,PABP1 MLLE inh,MsrA act,MT1-MMP act inh,FAS-TE inh,eLon inh,MsrA inh,Rin1 Abl inh,Rpn11 inh,CSN deneddyl inh
Cc1noc(C)c1CSc1nnc2ccccn12,-40.8,-1.3,2.7,-5.1,1.6,-1.2,0.8,i,-4.6
COc1nc(-c2ccccc2)ccc1-c1noc(COc2ccccc2)n1,-2.1,-2.0,-3.7,23.8,-2.8,1.1,-1.8,i,-5.3
N#CCCN1CCC(NC(=O)OCc2ccccc2)CCC1=O (configuration not stated),14.3,-13.5,3.3,-9.5,2.1,-1.7,3.1,i,5.4
N#CCCn1cc(C(=O)CN2C(=O)NC3(CCc4ccccc43)C2=O)c2ccccc21 (configuration not stated),-87.7,-0.2,1.4,-0.4,-18.9,1.1,-3.7,i,5.1
Cc1ccc(SCC(=O)c2ccc[nH]2)cc1,1.3,-1.3,0.9,-3.2,0.2,-1.1,-0.8,i,3.3
CSc1ccc(S(=O)(=O)N2CCC(C(=O)NCc3ccccn3)CC2)cc1,-104.2,-1.6,-1.5,-1.8,-10.5,-0.7,1.6,i,4.9
Cc1c(Cl)cccc1NC(=O)Nc1cccnc1,2.9,-11.6,2.1,-3.5,5.1,1.7,3.9,i,6.5
CC(=O)Nc1ccc(NC(=O)CSc2nncn2C)cc1,-4.5,-1.5,-0.9,-4.0,0.6,-0.2,1.0,i,-3.7
CC(=O)c1cccc(NC(=O)C(OC(=O)/C=C/c2ccc3c(c2)OCO3)c2ccccc2)c1 (configuration not stated),-29.6,-3.2,1.2,23.5,2.9,2.2,-3.3,i,-2.1
N#Cc1ccccc1S(=O)(=O)N1CCN(C(=O)C2CCCCC2)CC1,-6.1,-11.3,9.7,-2.3,-18.0,-0.9,4.2,i,-2.6
CNc1ccc(N=Nc2cccc3ncccc23)cc1,2.7,1.2,16.2,9.0,-7.0,0.2,-2.8,i,-3.2
CC(=O)c1cc2c(cc1N)OCO2,7.9,-3.1,-3.3,-11.7,-5.4,1.9,-2.7,i,7.0
CCOc1ccc(CNc2ccc(CNc3ncn[nH]3)cc2)cc1,12.8,-1.8,0.4,-4.8,6.9,-0.8,-2.2,i,-5.2
CN(C)c1ccc(-c2c(-c3ccc4c(c3)OCO4)noc2-c2ccsc2)cn1,12.1,-5.5,-6.9,21.5,-0.8,/,6.0,i,-2.8
COc1ccc(NC(=O)CN(c2ccc(C)cc2)S(=O)(=O)c2c(C)nn(C)c2C)cc1OC,13.3,-1.4,2.1,-5.2,-2.0,0.2,-1.8,i,2.0
COc1ccc(CN2CCN(c3cc(C)nc4c5c(C)cc(C)nc5nn34)CC2)cc1F,-30.2,-3.0,14.4,-12.3,-7.7,0.6,-1.9,i,8.4

# Some of these compounds in order of SMILES length, falling:
SMILES,PABP1 MLLE inh,MsrA act,MT1-MMP act inh,FAS-TE inh,eLon inh,MsrA inh,Rin1 Abl inh,Rpn11 inh,CSN deneddyl inh
N#CCCn1cc(C(=O)CN2C(=O)NC3(CCc4ccccc43)C2=O)c2ccccc21 (configuration not stated),-87.7,-0.2,1.4,-0.4,-18.9,1.1,-3.7,i,5.1
CNc1ccc(N=Nc2cccc3ncccc23)cc1,2.7,1.2,16.2,9.0,-7.0,0.2,-2.8,i,-3.2
Cc1c(Cl)cccc1NC(=O)Nc1cccnc1,2.9,-11.6,2.1,-3.5,5.1,1.7,3.9,i,6.5

# (more compounds)
SMILES,PABP1 MLLE inh,MsrA act,MT1-MMP act inh,FAS-TE inh,eLon inh,MsrA inh,Rin1 Abl inh,Rpn11 inh,CSN deneddyl inh
Cc1nn(CC(=O)O)c(=O)c2ccccc12,-13.1,-9.7,-3.5,-9.2,1.3,0.7,-2.7,i,0.0
COc1ccc(C(=O)Nc2ccc3ccccc3n2)cc1OC,-8.9,-3.4,1.4,1.7,-5.5,2.4,0.1,i,4.9
COc1cc(/C(O)=C(\C#N)c2nc3ccccc3[nH]2)cc(OC)c1OC,-27.6,-1.9,0.0,-3.9,-14.2,3.2,-2.9,i,6.6
COc1ccc(CNC(=O)Cn2nc(C(F)(F)F)cc2C)cc1,3.8,-1.6,2.2,0.9,-0.4,-0.6,1.4,i,0.8
COc1ccc(C(=O)N[C@H](C(=O)NC2CCCCC2)C(C)C)cc1,-0.1,0.1,0.1,-4.6,5.9,-0.1,4.5,i,2.7
COc1ccc(NC(=S)Nc2ccc(S(N)(=O)=O)cc2)c(C)c1,17.0,-4.5,-1.3,-7.7,-2.1,0.0,3.3,i,4.0
Cc1cccc(NC(=O)NCc2ccc3[nH]c(C)cc3c2)c1,16.8,-0.5,7.1,1.3,-3.4,-0.7,-2.2,i,0.9
COc1ccc(-c2cc(C(F)F)n3ncc(C(=O)Nc4cccc(S(=O)(=O)N5CCOCC5)c4)c3n2)cc1,-27.2,-4.0,13.5,24.7,-3.7,-1.0,-1.8,i,-2.5
CCOC(=O)C(NC(C)=O)(NC(C)C)C(F)(F)F (configuration not stated),-13.6,-2.7,3.1,-3.3,2.1,-0.9,-2.5,i,0.7
CC(=O)N1C(=O)NC2=C(C(=O)CCC2)C1c1cccc([N+](=O)[O-])c1 (configuration not stated),17.0,-3.6,0.4,-4.8,7.6,0.6,1.2,i,1.0
Cc1onc(-c2ccccc2Cl)c1C(=O)OCn1nnc2ccccc2c1=O,-6.8,-0.5,1.1,14.3,-0.6,0.7,2.5,i,8.5
COc1ccc(OCC(=O)NNC(=O)C(=O)Nc2ccc(C)cc2)cc1,-2.5,-5.9,-0.3,-10.2,-8.0,-0.2,2.2,i,-4.3
CCOc1ccccc1NC(=O)N1CCC(NC(=O)C2CCCCC2)CC1,0.0,-1.2,0.3,-3.4,4.3,-0.3,4.8,i,1.4
Cc1cc(C)c2c(=O)n(CC(=O)NCCCN3CCOCC3)sc2n1,21.3,0.6,13.3,3.6,-1.5,/,-1.9,i,-4.2
CC(C)CC(CO)N1CCN(C(=O)c2cccc(C(F)(F)F)c2)CCC1=O (configuration not stated),14.7,-3.4,2.1,-12.2,-7.5,-1.7,1.1,i,-3.5
CCOC(=O)C1(CCCc2ccccc2)CCN(C(=O)CCc2cnn(C)c2)CC1,-1.3,-6.0,0.5,-0.4,-5.5,-0.3,2.5,i,3.8
CC(=O)N1CCC(C(=O)Nc2ccc(S(=O)(=O)N3CCCCC3)cc2)CC1,9.1,-4.8,-2.5,-6.2,-9.1,-0.9,2.7,i,-1.5
Cc1ccc(S(=O)(=O)NC(=O)c2ccc(Br)o2)c(C)c1,-0.4,-7.7,4.7,-5.1,-2.7,1.6,2.2,i,-1.0
CN1CCN(CCCN2c3ccccc3Sc3ccc(Cl)cc32)CC1,-2.9,-3.3,-4.9,2.8,-5.2,0.8,4.0,i,-3.5
Cc1cc(C(F)(F)F)nn1Cc1n[nH]c(=S)n1-c1cccc(Cl)c1,-59.0,-5.6,-2.8,-1.8,-10.7,0.5,0.4,i,-0.2
Cc1ccc(NCc2nnc(SCC(N)=O)n2CC2CCCO2)c(C)c1 (configuration not stated),-7.3,-11.8,/,-16.3,0.0,-0.8,0.2,i,-0.5
Cc1nnc(OC(C)C)c2nn(-c3ccccc3F)c(C)c12,9.1,-4.3,-0.8,-4.9,0.8,-1.1,4.3,i,4.4
Cc1ccc(NC(=S)N2CCN(c3nccc(C(F)(F)F)n3)CC2)c(C)c1,-35.0,-8.2,1.5,1.6,-8.5,-0.8,0.1,i,2.6
CC1(Cc2ccccc2OC(F)(F)F)C(=O)Nc2ccc(S(=O)(=O)NC3CCCCC3)cc21 (configuration not stated),-16.3,-0.4,-16.9,18.1,-3.7,-0.3,-1.4,i,3.0
CCn1cc(C(=O)NCCc2ccccc2)c(=O)c2cc(S(=O)(=O)N(C)C)ccc21,17.1,-4.7,-4.3,23.1,-6.9,-0.2,0.8,i,-6.1
CCOC(=O)NC(=O)CN1C(=O)NC2(CCc3ccccc32)C1=O (configuration not stated),-4.5,0.3,0.2,-2.1,4.4,0.2,1.7,i,4.8
CCOC(=O)C1(Cc2cccc(OC)c2)CCCN(C(=O)CCN2CCCO2)C1 (configuration not stated),-2.8,-4.5,-1.7,-5.3,-8.4,-0.8,-0.1,i,-1.6
Cc1cc(C)cc(N(CCC#N)C(=O)CSc2ncnc3sccc23)c1,10.0,-10.5,0.4,2.1,-10.1,-0.8,2.7,i,0.4
O=C(Nc1nccs1)c1cc2c(s1)-c1ccccc1OC2,0.1,-1.6,-7.0,5.3,-5.4,1.6,3.6,i,6.7
Cc1nc(-c2ccccc2)sc1-c1n[nH]c(=S)n1C,-27.5,-5.7,-0.3,-7.1,-1.7,0.3,-1.0,i,0.8
O=C(CCCCCN1C(=O)c2cccc3cccc(c23)C1=O)NCc1ccco1,11.1,-1.0,-1.8,1.1,-7.2,-0.7,-4.6,i,7.1
CCn1c(SCC(=O)NCC(=O)Nc2ccc(F)cc2)nnc1-c1ccncc1,-21.2,-0.4,-3.2,-4.5,-11.9,-0.6,0.9,i,-4.5
CCCCNS(=O)(=O)c1ccc(OC)cc1,7.7,-5.0,0.4,-8.2,-5.5,-0.1,-0.2,i,-2.5
COc1cc(C2NC(=O)NC(c3ccccc3)=C2C(C)=O)c(Cl)cc1OCC(=O)O (configuration not stated),-6.2,-3.2,-0.9,0.0,0.8,2.5,5.7,i,-16.0
